Source: PubChem BioAssay
CCR6 antagonist = CCR6 (human) receptor antagonism. inhibition, % at 20 µM. CHO-K1 CCR6 PathHunter beta-arrestin, luminescence, CCL20-stimulated. AID 493098. actives 0.49% (n = 340,000);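 active = compounds whose inhibition of the agonist-driven luminescence signal at 20 µM reaches about 50%, limit read from the data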;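 also: cells stimulated with CCL20 at 14 nM final; plate controls were DMSO with CCL20 for no effect and DMSO without agonist for full effect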
UPR XBP1 act = activators of adaptive arm of unfolded protein response (XBP1). activation, % at 20 µM. actives 0.33% (n = 330,000). CHO-XBP1 luciferase reporter, IRE1-XBP1 UPR activation, luminescence; percent of tunicamycin response, DMSO as zero;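 active = versus positive control, 20 µM dose yields 30% or more activation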;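 also: 100% = tunicamycin at 10 µg/mL and 0% = DMSO only wells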
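Material: CHO cell line with stable XBP1 luciferase reporter; schedule: 16-18 h cell attachment at 37 °C, then 6 h compound exposure; signal: glow luminescence from Steady-Glo reagent; medium: serum-containing F12 medium, 10% FBS; benchmarks: tunicamycin 10 µg/mL and vehicle-only wells; read-out: percent activation relative to tunicamycin reference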
697 NFkB inh = inhibitors of the PMA/ionomycin-induced NF-kB reporter in 697 B cells. 697 B-cell NF-kB luciferase reporter, 16 h. inhibition, % at 4 µM. actives 0.33% (n = 330,000); in the data active = inhibition above about 35%
Gli-Sufu block = blocks Gli-Sufu signaling in a luciferase reporter | Sufu-KO-LIGHT fibroblasts, Gli luciferase reporter luminescence | inhibition, % at 5 µM | actives 0.74% (n = 340,000) | AID 588413;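 active = inhibition above about 55%, limit read from the data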;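 also: 0% = DMSO-treated cells and 100% = wells with medium but no cells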
UPR CHOP act = activators of apoptotic arm of unfolded protein response (CHOP) | CHO-CHOP luciferase reporter, UPR activation, luminescence; percent of tunicamycin response over DMSO baseline | activation, % at 10 µM | actives 0.34% (n = 330,000);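 active = at 10 µM dose, activation of 40% or more, normalized to positive control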;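 also: 100% = tunicamycin at 10 µg/mL and 0% = DMSO alone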
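measured by = luciferase luminescence | assay system = CHO-CHOP cells, stable luciferase reporter of PERK-eIF2a-CHOP signalling | amount = 500 reporter cells seeded per well | timing = 6 h compound exposure at 37 °C after overnight seeding | controls = positive tunicamycin 10 µg/mL, negative DMSO alone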
Jurkat NFkB inh = inhibitors of the PMA/ionomycin-induced NF-kB reporter in Jurkat cells | actives 0.53% (n = 330,000) | inhibition, % at 4 µM | PMA/ionomycin-induced NF-kB luciferase reporter, luminescence; in the data active = inhibition above about 50%
Mdm2-MdmX inh = disrupts the human Mdm2-MdmX interaction; O15151+Q00987; SaOS-2 split-luciferase Mdm2/MdmX complementation, luminescence; inhibition, % at 8 µM; actives 3% (n = 330,000);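 active = inhibition of at least 50% at 8 µM in the primary screen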
CXCR6 block = CXCR6 (human) receptor inhibition. AID 602244. actives 0.36% (n = 360,000). CHO-K1 PathHunter CXCR6 beta-arrestin, luminescence. inhibition, % at 20 µM. O00574; in the data active = inhibition above about 34%, passing the limit was not always enough;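 also: antagonist mode with CXCL16 agonist at 10 nM final; 0% = 10 nM CXCL16 with DMSO and 100% = unstimulated wells without agonist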
Target sequence (O00574 whole entry, looked up): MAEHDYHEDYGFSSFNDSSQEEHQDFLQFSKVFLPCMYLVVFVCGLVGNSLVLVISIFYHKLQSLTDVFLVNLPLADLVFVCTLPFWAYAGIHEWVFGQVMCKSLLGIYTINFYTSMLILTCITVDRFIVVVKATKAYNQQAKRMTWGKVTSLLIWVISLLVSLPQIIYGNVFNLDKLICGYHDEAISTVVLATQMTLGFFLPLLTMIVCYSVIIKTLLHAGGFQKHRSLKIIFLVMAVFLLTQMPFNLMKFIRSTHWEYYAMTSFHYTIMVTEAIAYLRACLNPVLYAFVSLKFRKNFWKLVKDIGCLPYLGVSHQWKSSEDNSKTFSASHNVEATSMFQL
EBI2 block = blocks human EBI2 receptor beta-arrestin signaling | inhibition, % at 5 µM | actives 0.81% (n = 360,000) | AID 651636 | EBI2 beta-arrestin recruitment, luminescence, 7a,25-OHC stimulated | P32249; in the data active = inhibition above about 38%;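 also: enzyme fragment complementation signal reports receptor beta-arrestin coupling in cells; 0% = agonist plus DMSO wells and 100% = wells without agonist; some results beyond the cut were filed as inactive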
Target sequence (P32249 whole entry, looked up, the tested form may be a part): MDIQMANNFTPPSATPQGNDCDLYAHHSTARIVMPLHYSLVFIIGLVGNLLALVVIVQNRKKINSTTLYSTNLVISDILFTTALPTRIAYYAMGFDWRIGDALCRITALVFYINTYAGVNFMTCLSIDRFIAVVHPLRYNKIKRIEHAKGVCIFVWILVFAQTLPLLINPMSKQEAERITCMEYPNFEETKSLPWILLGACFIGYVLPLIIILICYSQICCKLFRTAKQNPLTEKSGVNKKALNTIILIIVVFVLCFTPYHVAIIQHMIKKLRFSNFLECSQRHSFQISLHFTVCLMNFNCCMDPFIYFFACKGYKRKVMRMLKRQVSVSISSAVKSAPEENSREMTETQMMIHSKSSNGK
Active calls of the source: *; . = no result given.

Preview, two compounds:
SMILES	CCR6 antagonist	UPR XBP1 act	697 NFkB inh	Gli-Sufu block	UPR CHOP act	Jurkat NFkB inh	Mdm2-MdmX inh	CXCR6 block	EBI2 block
COc1cc(OC)cc(C(=O)NCCCNC(=O)c2ccccn2)c1	3	-8	3	-9	0.4	0	9	4	2
O=C(O)C(NC(=O)C1CCCN1C(=O)OCc1ccccc1)c1ccccc1 (configuration not stated)	9	-2	18	0	-1.3	-16	1	7	-22

The whole of this part, repeating the preview:
SMILES	CCR6 antagonist	UPR XBP1 act	697 NFkB inh	Gli-Sufu block	UPR CHOP act	Jurkat NFkB inh	Mdm2-MdmX inh	CXCR6 block	EBI2 block
COc1cc(OC)cc(C(=O)NCCCNC(=O)c2ccccn2)c1	3	-8	3	-9	0.4	0	9	4	2
O=C(O)C(NC(=O)C1CCCN1C(=O)OCc1ccccc1)c1ccccc1 (configuration not stated)	9	-2	18	0	-1.3	-16	1	7	-22
COc1ccc(CNC(=O)CN(Cc2ccc(F)cc2)C(=O)CCC(=O)Nc2nccs2)cc1	5	-4	25	-4	1.4	-14	1	-8	5
CCCCn1cnc2c1c(=O)n(CC(=O)c1cc(C)n(C)c1C)c(=O)n2CC(C)C	7	-1	-3	9	-0.9	-4	10	-3	-11
CC(=O)c1ccc(N2CCN(CC(=O)N(CC(C)C)c3c(N)n(CC(C)C)c(=O)[nH]c3=O)CC2)cc1	3	-2	3	-6	1.5	-10	-8	-2	-4
COc1nnc(-c2ccc(N3CCCCC3)c(NC(=O)C3CCCCC3)c2)c2ccccc12	26	-2	15	3	11	19	90*	7	8
C[N+](C)(C)CCN(Cc1ccc(Cl)cc1)c1ccccn1	-9	0	-47	11	1.6	-2	-21	3	-5
CC(=O)c1c(C)[nH]c(C(=O)OCc2cc(=O)n3cc(Br)ccc3n2)c1C	-8	-2	5	1	-0.8	-1	35	-6	2
CCOC(=O)c1[nH]c(C)c(/C(O)=C2\C(=O)C(=O)N(CCCN3CCOCC3)C2c2cccs2)c1C (configuration not stated)	-9	-6	-25	-4	-0.1	55*	50	-5	-12
CCN(CC(=O)NC1CCS(=O)(=O)C1)S(=O)(=O)c1cc(C)ccc1C (configuration not stated)	5	4	15	-1	0.0	9	-15	8	-13
N#C/C(=C\c1cc(Cl)c(OCc2ccc(Cl)cc2)c(Cl)c1)C(N)=O	.	2	16	.	6.8	-50	-9	.	.
Cc1c(C(=O)N2CCCC2)sc(NC(=O)c2ccccc2)c1C#N	11	1	0	2	0.9	-1	-8	10	-3
CCCC1=[N+](CC(=O)c2ccccc2)CCn2c(C)ccc21	10	-1	-40	21	-1.3	-4	13	-8	3
CCCc1[nH]nc2c1C(c1cccc(OC)c1)C(C#N)=C(N)O2 (configuration not stated)	1	-2	0	-10	0.5	-15	23	-1	16
CCc1noc(C)c1C(=O)N1CCN(S(=O)(=O)c2c(C)c(C)cc(C)c2C)CC1	3	2	10	-11	0.8	19	7	3	-4
CCCc1nnc(SCC(=O)N2C(C)CCCC2C)n1CCCOC (configuration not stated)	17	-1	-13	-1	2.1	9	-28	8	1
Cc1cccc([C@@H]2[C@@H]3C(=O)N(Cc4ccccc4)C(=O)[C@@H]3[C@]3(Cc4ccc(Cl)cc4)C(=O)N(c4ccc(Br)cc4)C(=O)N23)c1	-9	1	9	-2	-0.1	0	90*	-2	2
COc1ccccc1CN1CCC(n2nccc2NC(=O)CCOc2ccccc2)CC1	18	-4	28	22	-1.2	15	25	10	-1
COc1cc(F)ccc1CN1CCC(C(=O)Nc2ccc(Oc3ccccc3)nc2)CC1	13	-1	-13	-7	0.1	41	12	12	22
NC(=O)c1nsc(C(=O)N(Cc2ccco2)C(C(=O)NCc2ccccc2)c2ccc(O)cc2)c1N (configuration not stated)	13	-5	-7	3	1.8	-12	21	3	-21
CC(NC(=O)c1ccc(CS(C)(=O)=O)cc1)c1ccc(-n2ccnc2)cc1 (configuration not stated)	5	-2	5	-9	1.4	-13	-10	-6	-6
CCOC(=O)c1ccc(S(=O)(=O)N2CCN(CC(=O)NC(=O)NC3CCCCC3)CC2)cc1	4	-2	-7	-6	-0.8	3	-7	0	2
COc1ccc(OC)c(NC(=O)c2ccc3nc(-c4ccccc4)c(-c4ccccc4)nc3c2)c1	.	1	6	.	1.7	2	-7	.	.
C[C@H](CO)N1C[C@H](C)[C@@H](CN(C)Cc2ccccc2)Oc2c(NC(=O)C3CCCCC3)cccc2C1=O	16	1	10	20	1.7	-9	14	-10	6
OCCC1CN(Cc2cc3c(cc2Cl)OCO3)CCN1C1CCCC1 (configuration not stated)	11	0	-6	3	-0.6	-12	3	3	-13
O=C(NCC(c1ccco1)N1CCCC1)c1ccc(S(=O)(=O)Nc2ccccc2Cl)cc1 (configuration not stated)	5	0	6	4	-0.2	23	9	0	7
CC(C)=CC(=O)Nc1cccc(S(=O)(=O)NC2=NCCCCC2)c1	4	-2	11	1	0.9	-1	-5	-3	-7
COc1cccc(C(=O)Nc2cccc(NC(=O)c3ccccc3Cl)c2)c1	7	0	7	-1	3.5	2	3	-5	-2
COc1c(C)cccc1C(=O)Nc1ccc(N2CCN(S(C)(=O)=O)CC2)cc1	0	0	-95	-74	4.7	-52	-126	2	-5
CC(=O)Nc1ccc(/C=C(\C#N)C(N)=O)cc1	-4	1	3	-14	-0.1	9	21	-2	-2
CC1(c2nnc(-c3ccncc3)o2)CC(c2c(Cl)cccc2Cl)=NO1 (configuration not stated)	10	2	4	-2	0.8	9	-3	0	9
CCOc1ccc(-n2c(=S)sc3c(=O)n(-c4ccccc4)c(SC)nc32)cc1	19	-3	-26	6	-0.7	-10	-29	6	0
COc1cccc(N2C(=O)c3cccnc3C2O)c1 (configuration not stated)	8	-2	11	22	0.1	-4	-12	-5	-1
O=C(Nc1ccc(F)cc1)C(Cc1ccccc1)n1cccc1 (configuration not stated)	15	-1	-3	-16	-1.3	5	6	-3	-1
COc1ccc2c(c1)C(=O)N1[C@H]3c4cc(Cl)ccc4OC[C@@H]3[C@H](c3ccccc3)[C@]1(C)C(=O)N2	6	-2	13	4	-1.0	10	46	6	17
CCON1C(=O)C2(CCCCC2)C(=O)C12C=CCCC2 (configuration not stated)	9	.	.	6	.	.	.	-4	1
CC(=O)NS(=O)(=O)c1ccc(NC(=O)c2ccc(S(=O)(=O)N3CCCC3)cc2)cc1	4	-1	6	-2	0.4	-5	-21	-4	-15
O=C(Nc1nc2ccccc2n1Cc1ccc(Cl)cc1)c1ccco1	49	-1	-35	-2	0.6	-5	26	39	-1
CC(C)[C@H](NC(=O)c1ccccc1Cl)C(=O)OCC(=O)NCc1ccc2c(c1)OCO2	3	1	3	2	0.2	16	11	-13	-5
COC(=O)c1ccc(COC(=O)CNS(=O)(=O)c2ccccc2)cc1	12	-6	15	4	-1.5	1	16	-1	-3

As entered above.
For 697 NFkB inh, CCOc1ccc(-n2c(=S)sc3c(=O)n(-c4ccccc4)c(SC)nc32)cc1 reads -26
For CCR6 antagonist, COc1cccc(C(=O)Nc2cccc(NC(=O)c3ccccc3Cl)c2)c1 reads 7

Next records follow.
SMILES	CCR6 antagonist	UPR XBP1 act	697 NFkB inh	Gli-Sufu block	UPR CHOP act	Jurkat NFkB inh	Mdm2-MdmX inh	CXCR6 block	EBI2 block
CCn1c(C)nc2cc(C(N)=O)ccc21	8	-5	-7	-8	2.4	13	-39	-1	-1
COCC1CCN(Cc2nc(Cc3ccccc3Cl)no2)CC1	19	0	-3	-9	0.3	3	2	-2	5
O=S(=O)(c1ccccc1)N1CCN(S(=O)(=O)c2ccc(F)cc2)CC1	8	-2	11	-5	1.2	13	20	-8	-2
Cc1ccc(C(=O)Nc2nnc(-c3ccncc3)o2)cc1	-3	-1	14	13	3.3	6	19	3	-8
CC(C)S(=O)(=O)c1csc(NC(=O)Nc2ccc(Cl)cc2)c1	9	-2	-13	0	-0.3	-34	30	-2	3
CCCCC(=O)OCC(=O)Nc1ccc(OC(F)F)cc1	2	0	21	4	0.6	2	6	-1	0
O=C(C1CCC1)N1CCC(O)(c2cccc(F)c2)CC1	-4	4	8	2	0.4	5	25	-4	-1
S=C(NCCc1ccccc1)NCCc1ccccc1	18	1	-85	-41	4.8	-96	-64	0	-4
O=C(/C=C/c1ccco1)OCC(=O)N1CCCCC1	-4	1	4	33	2.8	-19	0	4	2
CC(C)OCCCNc1nc2c(-c3ccccc3)nnn2c2ccccc12	.	8	-35	.	-2.3	-57	15	.	.
O=C(NC(NC(=S)N1CCOCC1)C(Cl)(Cl)Cl)c1cccc2ccccc12 (configuration not stated)	16	-2	-23	-14	2.8	-4	3	9	-2
CN(C(=O)c1cccc(NC(=O)Cc2ccc(NC(=O)C3CCN(C(=O)C4CC4)CC3)cc2)c1)C1CC1	-11	.	.	-1	.	.	.	5	-1
Cc1ccc(NC(=O)/C=C/c2ccc(Cl)cc2)nc1	17	-1	-64	-53	4.1	3	-72	-5	23
CCOC(=O)CNC(=O)N1CCc2ccc(NC(=O)c3ccccc3OC)cc2C1	-2	-6	2	-3	-1.2	13	0	-2	3
O=C(/C=C/c1ccccc1)NCCC1=CCCCC1	17	-1	-82	-51	4.8	-73	-82	10	44
CC1(OC(=O)C2CCCC2)C(=O)C=C2C=C(c3ccsc3)N(C3CCCCC3)C=C2C1=O (configuration not stated)	-11	-4	15	-3	-1.2	-6	7	-5	-9
COc1cccc2c1O/C(=N\O)C(C(=O)Nc1cccc(Br)c1)C2 (configuration not stated)	11	.	.	8	.	.	.	3	-5
CC(=O)N=c1c(C#N)cc2c(=O)n3ccccc3nc2n1CCCOC(C)C	2	-2	5	10	2.3	3	-13	6	3
